# Compound activity deposited in PubChem BioAssay by National Center for Advancing Translational Sciences (NCATS).
# DT40 TDP1 CPT = growth inhibition of DT40 Tdp1-/-;hTDP1 cells with camptothecin (screen for TDP1 inhibitors); chicken DT40 Tdp1-/-;hTDP1 cells + 20 nM CPT, ATP luminescence, 48 h; Potency, µM (highest dose often 46.2 µM), for the others: at the highest dose activity change, negative = growth inhibition, actives largely listed as inhibitors; actives 12% (n = 420,000); AID 686979; further: nearly all actives have a fitted effect of over 55% in size
#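 Cell growth measured by CellTiter-Glo luminescence after a minimum 48 h, 37 C compound exposure with 20 nM CPT in Tdp1-knockout DT40 cells stably expressing hTDP1, seeded 400/well; qHTS titration format.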
# TDP1 block = inhibitors of human tyrosyl-DNA phosphodiesterase TDP1 | recombinant TDP1, AlphaScreen DNA substrate cleavage | Potency, µM (series often up to 130 µM), without a hit: at the top dose activity change, negative = inhibition, most hits filed as inhibitors | Q9NUW8 | actives 0.28% (n = 350,000); further: nearly all actives have a fitted effect of over 40% in size
# Target sequence (Q9NUW8 whole entry, looked up): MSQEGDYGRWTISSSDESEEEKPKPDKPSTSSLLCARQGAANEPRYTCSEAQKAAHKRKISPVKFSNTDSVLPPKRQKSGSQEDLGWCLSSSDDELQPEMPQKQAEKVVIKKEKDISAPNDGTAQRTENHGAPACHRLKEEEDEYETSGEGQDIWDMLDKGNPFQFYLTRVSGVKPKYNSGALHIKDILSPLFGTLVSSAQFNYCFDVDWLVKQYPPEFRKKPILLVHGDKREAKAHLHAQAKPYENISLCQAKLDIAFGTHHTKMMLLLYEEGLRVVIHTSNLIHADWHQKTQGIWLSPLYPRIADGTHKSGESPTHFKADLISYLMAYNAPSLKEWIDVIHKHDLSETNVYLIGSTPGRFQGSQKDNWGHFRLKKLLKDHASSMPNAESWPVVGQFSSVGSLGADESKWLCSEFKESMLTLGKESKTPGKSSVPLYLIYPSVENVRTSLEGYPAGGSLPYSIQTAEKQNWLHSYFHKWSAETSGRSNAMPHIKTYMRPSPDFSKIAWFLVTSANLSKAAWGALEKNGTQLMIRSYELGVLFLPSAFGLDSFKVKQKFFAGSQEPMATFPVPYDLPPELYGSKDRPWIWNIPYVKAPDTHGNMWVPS
#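 Compounds were preincubated with Tdp1 (1 nM final) for 15 min at room temperature before substrate (15 nM final) started a 5 min reaction; beads (10 ug/ml final) were then added for 10 min before AlphaScreen detection.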
# TDP1 cell noCPT = qHTS for Inhibitors of human tyrosyl-DNA phosphodiesterase 1 (TDP1): qHTS in cells in absence of CPT; Potency, µM (highest dose often 46.2 µM), without a hit: at the highest dose activity change, negative = growth inhibition, hits mostly inhibitors; DT40 Tdp1-/- hTDP1 cells, no CPT, ATP luminescence, 48 h; actives 15% (n = 420,000); AID 686978, 2013; further: nearly all actives have a fitted effect of over 55% in size
#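 Chicken DT40 Tdp1-/- cells stably complemented with human TDP1 were seeded at 400 cells/well with DMSO in place of 20 nM camptothecin. After compound pinning, cells grew at least 48 hr at 37 °C; viability read by CellTiter-Glo luminescence.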
# * = called active by the depositor; ? = inconclusive; · = no result given; & = joins results of further samples; [ ] = remark or other dose. The call rests on the fitted dose curve; in most records, active means well fitted curve in the direction sought with a large enough effect; inconclusive means small, poorly fitted or top-dose-only effect, or another doubt; inactive means no such curve, though single readings can be large; an effect the other way counts as inactive or inconclusive. On the % scale 0 is the no-effect control and ±100 the full control effect; potency means the concentration at half of the fitted maximal effect.
SMILES	TDP1 cell noCPT	TDP1 block	DT40 TDP1 CPT
Cc1c(NC(=O)Nc2ccccc2C(F)(F)F)c(=O)n(-c2ccccc2)n1C	15%&-5%	-2%[12.3 µM]	-4%&0%
COc1ccc(-c2nc(-c3ccc4c(c3)OCO4)[nH]c2-c2ccc(OC)cc2)cc1	?	-5%	?
CCOc1ccc(CNC(=O)c2cnc3c(C)cccn3c2=O)cc1	-16%	4%	1%
O=C(Nc1ccccc1C(F)(F)F)c1cc(-c2cccc(O)c2)on1	-11%	-1%	-3%
Cc1cc(C(F)F)n2ncc(C(=O)NCCc3ccc(Cl)cc3)c2n1	?	6%	?
Cc1cc(C)c(NS(=O)(=O)c2ccc3c(c2)NC(=O)CCS3)c(C)c1	15µM*	-1%&8%	?
Cc1ccccc1OCCC(=O)Nc1ccc(Cl)cc1F	-16%	0%	-18%
CCc1nn(C(CC)C(=O)NCc2cccc(OC)c2OC)c(=O)c2cc3occc3n12 (configuration not stated)	18µM*	1%	21µM*
COc1ccc(Nc2cnn(-c3nc4ccccc4s3)c(=O)c2Cl)cc1	4.1µM*	-9%	2.1µM*
COc1ccc(N2CCN(C(=O)c3ccc(CS(=O)(=O)c4ccc(OC)cc4)o3)CC2)cc1	-25%	5%	-59%
Cc1c(C(=O)Nc2ccc3c(c2)CCC3)cccc1[N+](=O)[O-]	?	0%	1%
CCOc1ccc2nc(C(=O)N3CCCC(C)C3)sc2c1 (configuration not stated)	?	4%	-15%
COCCNC(=O)/C(C#N)=C\c1ccc(CNS(=O)(=O)c2ccc(C)cc2)o1	6%	5%	-4%
O=C(NN1C(=O)c2ccc(-c3ccc4c(c3)C(=O)N(NC(=O)c3cccnc3)C4=O)cc2C1=O)c1cccnc1	4%	-3%	2%
COc1ccc2c(CN(C)c3ccccc3)cc(=O)oc2c1	?	10%	29µM*
O=C(CC1CC2CCC1C2)N1CCN(S(=O)(=O)c2ccc(F)cc2)CC1 (configuration not stated)	-44%	·	-47%
COc1ccc(Nc2nc(C)cc(C)n2)cc1Cl	?	·	-22%
O=C(CCCC1=NS(=O)(=O)c2ccccc2N1)OCc1ccc(Cl)cc1	?	0%	?
CCN(CC)CCC(c1ccc2c(c1)OCO2)c1c(OC)cc(OC)c2c(-c3ccccc3)cc(=O)oc12 (configuration not stated)	21µM*	13%&4%	?
CCC(C)(C(=O)NC1CCCC1)N(Cc1ccco1)C(=O)Cc1cccs1 (configuration not stated)	?	1%	-23%
COc1ccc(CCNCc2ccc(OCc3ccc(Cl)nc3)c(OC)c2)cc1OC	?	1%	?
O=C(CCc1ccccc1)N1CCN(Cc2ccc(F)cc2Cl)CC1	-29%	1%	-2%
O=C(CC1CCCCC1)NCC1CCCO1 (configuration not stated)	-11%	0%	-3%
O=C(NCCOCCn1c(=O)oc2ccccc21)Nc1ccc(F)cc1F	12µM*	5%	10µM*
Cc1cc(C)n2nc(S(=O)(=O)N(C)Cc3ccccc3)nc2n1	-7%	7%	-9%
COc1ccccc1N1CCN(c2ncc3c(n2)CCN(Cc2ccccc2C)C3)CC1	5%	9%	-12%
CSc1ccc(S(=O)(=O)NC2CCCCC2)cc1	-7%	0%	-20%
COc1ccc(N2C(=O)c3ccccc3NC23C(=O)N(C)c2ccccc23)cc1 (configuration not stated)	-17%	3%	-23%
Cc1ccc(S(=O)(=O)N2CCCC2C(=O)OCc2nc3sc(C)c(C)c3c(=O)[nH]2)cc1 (configuration not stated)	-8%	3%	-13%
C/C=C/c1ccc(OCCOc2ccc(C=O)cc2OC)c(OC)c1	?	-4%	?
O=C(Cn1cnc2ccccc21)c1ccccc1	-2%	·	-1%
Cn1c(C(=O)NCCc2ccccc2)cc2cc(S(=O)(=O)N3CCCCC3)ccc21	?	5%	15µM*
O=S(=O)(c1ccc(Br)cc1)c1nc(-c2ccccc2)oc1NCCN1CCOCC1	?	9%	?
COC(=O)c1c(C)oc(C)c1S(=O)(=O)NCc1ccc(Cl)cc1	?	-3%	-20%
O=C(O)c1c[nH]c2c([N+](=O)[O-])cccc2c1=O	9.2µM*	·	?
Cc1nc2c(-c3ccccc3)c(C)nn2c(C)c1CCC(=O)N1CCN(c2ccc(F)cc2)CC1	?	3%	?
CC(=O)c1cccc(OCc2cc(C(=O)NCCC3=CCCCC3)no2)c1	?	2%	?
C=Cc1ccc(Cn2c(=O)cc(C)c3c(C)nn(C)c32)cc1	?	-2%	?
Cc1ccc2c(C)c(C(=O)N3CCN(Cc4ccccn4)CC3)oc2c1C	2%	7%	?
CCN1CCC(N(Cc2ccc(F)cc2)C(=O)Nc2cc(Cl)ccc2C(=O)OC)CC1	-5%	-2%	-14%
Cc1ccc(C(=O)NN2C(=O)/C(=C/c3cccn3C)SC2=S)cc1	-17%	9%	4%
NC1=NC(=O)C(CC(=O)NCc2ccccc2)S1 (configuration not stated)	16%	3%	4%
C/C(=N\NC(=O)c1c[nH]c2ccccc12)c1ccc2c(c1)OCO2	?	5%	-14%
CN1CCC(N(C)C(=O)c2cccc(S(=O)(=O)N3CCOCC3)c2)CC1	-12%	1%	0%
Cc1ccc(S(=O)(=O)NNC(=S)NC(=O)c2ccc([N+](=O)[O-])cc2)cc1	3%	6%	1%
Cc1ccc(C)c(Cn2c(=O)n(Cc3ccccc3)c(=O)c3c(C)c(C)sc32)c1	-10%	3%	-9%
O=C(CSc1nnc(CN2CCCCCC2=O)n1-c1ccccn1)NCC(F)(F)F	-12%	5%	-7%
CCN1CCN(CC(=O)Nc2nc3ccc(C)cc3s2)CC1	?	7%	-8%
Cc1cc(-c2nnc3sc(C4CCCCC4)nn23)n[nH]1	-20%	2%	?
CC(=O)Nc1ccc(N(C(=O)Cc2c[nH]c3ccccc23)C(C(=O)NC2CCCCC2)c2ccco2)cc1 (configuration not stated)	?	7%	?
O=S1(=O)CCC(N=Cc2cc(Br)ccc2O)C1 (configuration not stated)	-9%	0%	5%
CN(C)c1ccc(NC(=O)CCn2c(=S)oc3ccccc32)cc1	4%	1%	-14%
N#CCCN(C(=O)COC(=O)CNC(=O)c1ccc(-c2ccccc2)cc1)c1ccc(F)cc1	-9%	-7%	-4%
CN1CCN(NC(=S)Nc2ccc(Oc3ccccc3)cc2)CC1	?	-3%	-3%
N#C/C(=C/C1=C(N2CCOCC2)C(=C/c2ccc(Cl)cc2)/CC1)C(=O)Nc1ccccc1F	?	·	?
C/C(=N\NC(=O)c1c(Cl)c(C)nn1C)c1ccc(NC(=O)C2CCC2)cc1	0.37µM*	-5%	0.65µM*
CC(=O)O[C@H]1CC[C@H]2[C@@H]3CCc4cc(O)ccc4[C@H]3CC[C@]12C	?	2%	?
CCOC(=O)C1=C(C)c2ccccc2OC1(C(=O)OCC)C(C)C (configuration not stated)	?	-7%[56.1 µM]	-25%
O=C(/C=C/c1ccco1)NCC(=O)N/N=C/c1ccc(Cl)cc1	?	0%	?
CCCn1nc(NC(=O)c2ccccn2)c2cc3cc(C)ccc3nc21	?	2%	?

# Carrying on:
SMILES	TDP1 cell noCPT	TDP1 block	DT40 TDP1 CPT
Cc1cccc(N2CCN(C(=O)c3ccc4c(c3)CCN4S(=O)(=O)c3ccccc3)CC2)c1C	6.5µM*	7%	5.8µM*
CNC(=S)NNC(=O)c1sc(-c2cc(C)on2)nc1C	-5%	1%	3%
COCCSc1ccccc1C(=O)Nc1cc(C)on1	-7%	13%	-19%
CCOC(=O)c1nn(-c2ccccc2F)c2nc(Nc3ccccc3)cc(=O)n12	-27%	1%	-11%
COc1ccc(-c2noc(N3CCC(C(=O)Nc4ccc(OC)cc4OC)CC3)n2)cc1	?	·	?
O=C(CCCCCNC(=O)N1CCn2c1nc1ccccc12)NCCc1ccccc1	?	3%	?
Cc1ccc2c(c1)-c1c(cnn1CC(=O)Nc1ccccc1C#N)CO2	-30%	-2%	-15%
O=C(COc1cccc(F)c1)NNC(=O)Cc1ccc(Br)cc1	0%	-1%[56.1 µM]	-12%
CCOC(=O)c1c(C)[nH]c(NC(=O)Nc2c(C)n(C)n(-c3ccccc3)c2=O)c1C	-2%	7%	0%
CCOc1ccccc1NC(=O)C1CCCN(C(=O)Nc2ccccc2)C1 (configuration not stated)	-1%	2%	-4%
COc1ccc2c(Cl)c(C(=O)NCCc3ccc(S(N)(=O)=O)cc3)sc2c1	2%	·	-22%
N#C/C(=C\c1ccncc1)c1nc2ccccc2[nH]1	?	8%	?
O=C(Nc1c(C(=O)N2CCN(c3ccccc3F)CC2)oc2ccccc12)c1ccccc1F	15µM*	4%	13µM*
Cc1ccc(-c2nc(SC(C)C(=O)NC3CC3)n[nH]2)cc1 (configuration not stated)	-16%	·	-11%
COc1ccc(C(=O)COc2ccccc2C#N)cc1	-23%	·	-21%
COc1ccc(NC(=O)c2cc(-c3ccccn3)nc3ccccc23)c(OC)c1	15µM*	7%	29µM*
O=C(Nc1ccc(N2CCCCC2)cc1)C1CCCN1S(=O)(=O)c1ccc(F)cc1 (configuration not stated)	?	6%	?
COCCN1C(=S)NC(c2cccc(C(F)(F)F)c2)C(C(=O)N2CCOCC2)=C1C (configuration not stated)	-12%	0%	6%
Cc1cccc(NC(=O)C2CCCN2C(=O)NC2CCCCC2)c1 (configuration not stated)	0%	-1%	-12%
Cc1sc2ncnc(N[C@@H](CCC(=O)O)C(=O)O)c2c1C	1%	2%	0%
CCOC(=O)N1CCN(C2CCCN(C(=O)c3ccccc3C(F)(F)F)C2)CC1 (configuration not stated)	-19%	4%	-15%
CCOc1ccc(CNC(=O)C2CCCN(c3nnc(C)c4c(C)n(-c5ccccc5)nc34)C2)cc1 (configuration not stated)	18µM*	10%&3%	13µM*
Cc1ccc(NC(=O)CSc2nnc(-c3ccco3)o2)c(C)c1	0%	5%	1%
Cc1nnc(NC(=O)CSc2nnc(Cc3cccn3C)n2-c2ccccc2)s1	0%	5%	10%
CCOC(=O)c1c(NC(=O)c2cc(-c3cccc(O)c3)on2)sc(C(C)=O)c1C	-20%	-3%	-4%
Cc1ccc(C(=O)Nc2cccnc2)cc1S(=O)(=O)N1CCOCC1	-9%	-5%	-1%
Cc1cc(NC2CCCC2)n2ncc(-c3ccccc3)c2n1	?	·	?
COc1ccc(N2CCN(C(=O)Cc3ncc(C(F)(F)F)cc3Cl)CC2)cc1	?	2%	-25%
CC(OC(=O)CCN=C1NS(=O)(=O)c2ccccc21)C(=O)Nc1ccc(F)cc1 (configuration not stated)	-11%	0%	-4%
Cc1ccc(NC(=O)CNc2cccc(C)c2C)c(C)c1	?	3%	-29%

# A different layout for 3 compounds above.
Cc1ccc(-c2nc(SC(C)C(=O)NC3CC3)n[nH]2)cc1 (configuration not stated)
  TDP1 cell noCPT: -16%	TDP1 block: ·	DT40 TDP1 CPT: -11%

COc1ccc(C(=O)COc2ccccc2C#N)cc1
  TDP1 cell noCPT: -23%	TDP1 block: ·	DT40 TDP1 CPT: -21%

COc1ccc(NC(=O)c2cc(-c3ccccn3)nc3ccccc23)c(OC)c1
  TDP1 cell noCPT: 15µM*	TDP1 block: 7%	DT40 TDP1 CPT: 29µM*

# (next part)
SMILES	TDP1 cell noCPT	TDP1 block	DT40 TDP1 CPT
C1=Cc2ccccc2/C1=C\c1cc[cH-]c1.[Fe+2].c1cc[cH-]c1	?	·	11µM*
CCC(CC)(CC(=O)Nc1cccc(/C=C/c2nc(C3CCC3)cs2)c1)C(=O)O	?	9%	-11%
COc1cc(OC)cc(C(=O)N/N=C/c2ccc(OC)c(COc3ccc(F)cc3)c2)c1	2.9µM*	4%	2.3µM*
Cc1ccc(NC(=O)CCC(=O)NNC(=S)Nc2ccc(F)cc2)c(C)c1	-15%	-9%	-4%
O=C(O)c1cnn2c1C(=O)N(Cc1cccs1)CC2	-2%	·	-3%
CCCc1nc2c(=O)[nH]c3ccccc3c2o1	-21%	-11%	13%
Cc1ccc(NC(=O)C(C)OC(=O)c2nc(Cl)ccc2Cl)cc1S(=O)(=O)N1CCOCC1 (configuration not stated)	4%	·	0%
CC(C)NC(=O)Cn1c(SCC(=O)c2ccc(F)cc2)nc2ccccc21	-11%	0%	-5%
COc1cccc(NC(=O)c2cc3c(-c4ccc(Cl)cc4)nn(C)c3s2)c1	15µM*	5%	?
O=C(NCCCCc1ccccc1)c1nn(-c2ccccc2F)nc1CO	?	-2%	?

# Hits appear at their usual frequency; about 18% have a hit in one of these screens.
